phage Ecoli inh: E. coli growth loss with phage present. growth absorbance. inhibition, % at 11.9 µM. 360,000 tested, 0.26% active. AID 651602; in the data active means inhibition above about 11%
MOR-DOR ag: agonists of human mu-delta opioid receptor heterodimerization; P35372+P41143; cells, OPRM1-OPRD1 heterodimerization, luminescence; activation, % at 9.3 µM; 340,000 tested, 0.3% active; in the data active means activation above about 18%;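 further: 0% = vehicle-treated cells and 100% = reference agonist; values of inactives mirror those of a sister screen read the other way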
Target sequence (P35372 whole entry, looked up): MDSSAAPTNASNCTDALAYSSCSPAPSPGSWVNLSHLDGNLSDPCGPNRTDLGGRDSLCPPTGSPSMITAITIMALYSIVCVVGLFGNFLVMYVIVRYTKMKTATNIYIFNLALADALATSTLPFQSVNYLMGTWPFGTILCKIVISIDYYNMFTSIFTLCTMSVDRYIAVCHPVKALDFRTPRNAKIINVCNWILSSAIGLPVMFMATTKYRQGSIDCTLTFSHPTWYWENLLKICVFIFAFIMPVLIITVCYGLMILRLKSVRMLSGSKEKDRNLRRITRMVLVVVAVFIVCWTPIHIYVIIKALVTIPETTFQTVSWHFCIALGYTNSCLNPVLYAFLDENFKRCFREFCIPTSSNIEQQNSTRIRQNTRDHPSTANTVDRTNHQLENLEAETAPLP
Target sequence (P41143 whole entry, looked up): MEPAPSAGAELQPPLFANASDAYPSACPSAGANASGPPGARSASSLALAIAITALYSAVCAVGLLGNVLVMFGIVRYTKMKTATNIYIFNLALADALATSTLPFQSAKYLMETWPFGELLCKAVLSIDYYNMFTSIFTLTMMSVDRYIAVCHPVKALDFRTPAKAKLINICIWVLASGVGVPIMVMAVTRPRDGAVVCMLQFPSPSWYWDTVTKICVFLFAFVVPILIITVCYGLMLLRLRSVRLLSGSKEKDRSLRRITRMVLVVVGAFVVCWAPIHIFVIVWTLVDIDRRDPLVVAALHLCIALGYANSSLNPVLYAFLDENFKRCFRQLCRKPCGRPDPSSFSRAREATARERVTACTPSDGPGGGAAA
DSG3 Ab inh: blocks pemphigus antibody binding to human desmoglein-3. binding (percent of control), % at 10 µM. 310,000 tested, 0.48% active. P32926. DSG3-coupled beads, scFv-anti-DSG3-GFP binding, flow cytometry; active compounds read low. AID 588358;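 active means binding more than 3 SD below its plate's average and above zero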;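 further: hits lower antibody fragment binding to DSG3; some compounds called inactive have numbers as strong as hits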
Arr AP2 block: human beta-arrestin and AP2 interaction inhibition | inhibition, % at 10 µM | 340,000 tested, 0.31% active | FITC-arrestin peptide / GST-AP2 beads, flow cytometry; AP2 beta2 appendage carries R879A mutation | AID 504490;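 active means inhibition above a set limit, near 3 SD of compounds lacking own fluorescence, cut at about 54% in these data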;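 further: plate controls were DMSO wells for no effect and 5 µM unlabelled arrestin peptide for full effect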
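Assay system: GST-AP2 R879A bound to glutathione beads, E. coli-expressed; Medium: PBS with 0.05% Tween 20 and 0.1% BSA; Also added: fluorescein-tagged arrestin peptide at 50 nM final; Timing: 12 min plus 1 h, RT; Measured by: flow cytometry, FL1 (488/535 nm); Evaluation: percent drop in bead-associated FITC signal.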
PKA-R1A act: activators of PKA-R1A complex; P00514+P68181; PKA-R1A dissociation, Cy5-IP20 fluorescence polarization; scaled: DMSO 0%, 113 µM cGMP 100%; activation, % at 11.4 µM; 340,000 tested, 0.083% active; AID 504707;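 active means percent activation above the mean of all tested compounds plus 3 SD, cut at about 19% in these data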;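 further: higher means more PKAc released from R1A so a rise in polarization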
PfHsp90 yeast 2: growth inhibition of yeast expressing Plasmodium Hsp90; AID 504621; inhibition, % at 9.4 µM; 310,000 tested, 0.32% active; S. cerevisiae expressing PfHsp90, BacTiter-Glo ATP, 48 h; yeast lacking PDR1 and PDR3 efflux regulators;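 active means every replicate shows inhibition above about 80%, whatever the replicate mean, limit read from the data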;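 further: 0% = DMSO neutral controls and 100% = 20 µM radicicol positive controls; yeast relying on Plasmodium falciparum Hsp90 in place of its own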
SUMO Mot1 rescue: SUMOylation pathway inhibition by Mot1-301 growth rescue; 320,000 tested, 1% active; growth rescue, % at 18.8 µM; AID 2716; S. cerevisiae Mot1-301 growth rescue, ATP luminescence, 38.5C; percent above DMSO median, 100 means doubled;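 active means every valid replicate shows activation above 250% relative to neutral control wells; inactive means the rest, any valid replicate at or below 250%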;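 further: OY570 slx delta 5 strain wells were the positive control but not used for scaling; some compounds called inactive have numbers as strong as hits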
AddAB inh: less growth of phage-infected E. coli with AddAB; AID 435030; inhibition, % at 11.9 µM; E. coli expressing H. pylori AddAB, absorbance growth; 330,000 tested, 0.29% active; in the data active means inhibition above about 12%;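 further: 0% = vehicle wells of infected cells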
Tat export inh: E. coli Tat transport inhibition; E. coli MC4100 TorA-mCherry Tat export, fluorescence; inhibition, % at 10 µM; 340,000 tested, 0.036% active;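 active means mean replicate inhibition at least 50% and at least half of replicates individually reaching 50%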;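 further: exported cargo escapes ClpAP degradation while cytoplasmic cargo is degraded and loses fluorescence; 0% = median of neutral control wells and 100% = median of NaSCN control wells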
Ecoli viability: bacterial growth inhibition, counter-screen for AddAB inhibitors | E. coli V3065 growth, OD600 absorbance, 18 h | AID 449728 | inhibition, % at 11.9 µM | 330,000 tested, 0.27% active;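 active means inhibition above the campaign's mean inhibition across all tested compounds plus 3 SD, cut at about 9.9% in these data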;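 further: uninfected addAB+ strain grown without phage in ampicillin broth; 0% = DMSO wells and 100% = ciprofloxacin 0.95 µg/ml wells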
OPRM1-OPRD1 inv: inverse agonist of human OPRM1-OPRD1 heterodimerization; P35372+P41143; cell-based MOR-DOR heterodimer luminescence, inverse agonism; inhibition, % at 9.3 µM; 340,000 tested, 0.21% active; in the data active means inhibition above about 22%, passing the limit was not always enough;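 further: 0% = cells with DMSO and 100% = wells without cells with DMSO; values of inactives mirror those of a sister screen read the other way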
An asterisk follows results filed as active.

`COC(=O)c1sccc1NC(=O)COc1ccccc1Cl` gave phage Ecoli inh 2.4, MOR-DOR ag 2.4, DSG3 Ab inh 103, Arr AP2 block -2, PKA-R1A act -1, PfHsp90 yeast 2 15, SUMO Mot1 rescue 1, AddAB inh 3.3, Tat export inh 3, Ecoli viability -0.3 and OPRM1-OPRD1 inv -13.
For CCCc1cc(-c2[nH]ncc2-c2ccc(C(=O)OCC)o2)c(O)cc1O the results were phage Ecoli inh 2.0, MOR-DOR ag 9.8, DSG3 Ab inh 97, Arr AP2 block -1, PKA-R1A act -21, PfHsp90 yeast 2 4, SUMO Mot1 rescue 3, AddAB inh 3.7, Tat export inh 5, Ecoli viability 1.2 and OPRM1-OPRD1 inv -55.
CCOC(=O)c1[nH]c(C)c(C(=O)Nc2ccc(C)c(Cl)c2)c1C was read as phage Ecoli inh 2.3, MOR-DOR ag 1.4, DSG3 Ab inh 101, Arr AP2 block -4, PKA-R1A act -3, PfHsp90 yeast 2 -17, SUMO Mot1 rescue -9, AddAB inh 3.0, Tat export inh -8, Ecoli viability 1.1 and OPRM1-OPRD1 inv -7.
Screening COc1cc(OC)c(OC)cc1/C=C/c1cc(C(=O)O)c2ccccc2n1 returned phage Ecoli inh 1.7, MOR-DOR ag -0.7, DSG3 Ab inh 105, Arr AP2 block 2, PKA-R1A act 0, PfHsp90 yeast 2 -3, SUMO Mot1 rescue -2, AddAB inh -0.1, Tat export inh -2, Ecoli viability 0.0 and OPRM1-OPRD1 inv 3.
Screening Cc1noc(C)c1C(=O)NCCC1=CCCCC1 returned phage Ecoli inh 2.4, MOR-DOR ag -1.0, DSG3 Ab inh 99, Arr AP2 block -9, PKA-R1A act -5, SUMO Mot1 rescue -10, AddAB inh 1.8, Tat export inh -13, Ecoli viability -2.2 and OPRM1-OPRD1 inv 5.
Screening O=C(c1ccco1)N1CCc2[nH]nc(-c3ccccc3)c2C1 returned phage Ecoli inh 4.5, MOR-DOR ag -3.6, DSG3 Ab inh 105, Arr AP2 block -5, PKA-R1A act -4, PfHsp90 yeast 2 3, SUMO Mot1 rescue 55, AddAB inh 4.0, Tat export inh 2, Ecoli viability 0.9 and OPRM1-OPRD1 inv 18.
`COc1ccc(CCNC(=O)C(C)n2nc(C)c3c(C)n(-c4ccc(C)cc4)nc3c2=O)c(OC)c1` (stereo not drawn) gave phage Ecoli inh 2.2, MOR-DOR ag 0.7, DSG3 Ab inh 97, Arr AP2 block -7, PKA-R1A act -9, PfHsp90 yeast 2 4, SUMO Mot1 rescue 236, AddAB inh 0.5, Tat export inh -1, Ecoli viability -1.2 and OPRM1-OPRD1 inv -3.
Screening CC1CN(c2c3c(nc4ncnn24)CCCC3)CC(C)O1 (stereo not drawn) returned phage Ecoli inh 1.8, MOR-DOR ag -0.7, DSG3 Ab inh 75, Arr AP2 block 3, PKA-R1A act -3, PfHsp90 yeast 2 -8, SUMO Mot1 rescue -5, AddAB inh 0.6, Tat export inh 0, Ecoli viability 1.4 and OPRM1-OPRD1 inv 4.
Screening Cc1ccc(NC(=O)CSc2nnnn2C)cc1S(=O)(=O)N(C)C returned phage Ecoli inh 1.7, MOR-DOR ag -2.0, DSG3 Ab inh 78, Arr AP2 block -2, PKA-R1A act 7, PfHsp90 yeast 2 3, SUMO Mot1 rescue -4, AddAB inh -0.3, Tat export inh 8, Ecoli viability -1.9 and OPRM1-OPRD1 inv 10.
C(=N\Nc1nc2ccccc2[nH]1)/c1ccccc1 was read as phage Ecoli inh -4.1, MOR-DOR ag 0.1, DSG3 Ab inh 103, Arr AP2 block 0, PKA-R1A act -17, PfHsp90 yeast 2 13, SUMO Mot1 rescue 14, AddAB inh -5.7, Tat export inh 6, Ecoli viability -4.6 and OPRM1-OPRD1 inv -1.
Screening CSc1nc2ccccc2n1Cc1cccc([N+](=O)[O-])c1 returned phage Ecoli inh 3.0, MOR-DOR ag -1.8, DSG3 Ab inh 83, Arr AP2 block 22, PKA-R1A act 3, PfHsp90 yeast 2 -12, SUMO Mot1 rescue -13, AddAB inh 4.0, Tat export inh 11, Ecoli viability -1.6 and OPRM1-OPRD1 inv 12.
For COc1ccc(S(=O)(=O)Nc2ccc3c(c2)n(C)c(=O)n3C)cc1 the results were phage Ecoli inh 3.1, MOR-DOR ag -1.4, DSG3 Ab inh 107, Arr AP2 block -4, PKA-R1A act 4, PfHsp90 yeast 2 -1, SUMO Mot1 rescue 1, AddAB inh 8.1, Tat export inh 4, Ecoli viability 1.4 and OPRM1-OPRD1 inv 7.
O=C(O)c1ccc(NC(=O)c2ccc3c(c2)C(=O)N(CC2CCCO2)C3=O)cc1 (stereo not drawn) was read as phage Ecoli inh 2.5, MOR-DOR ag -1.1, Arr AP2 block 2, PKA-R1A act 2, PfHsp90 yeast 2 -11, SUMO Mot1 rescue 20, AddAB inh 1.6, Tat export inh -3, Ecoli viability 1.4 and OPRM1-OPRD1 inv 8.
`COc1ccccc1NS(=O)(=O)c1ccc2oc(N)nc2c1` gave phage Ecoli inh 1.2, MOR-DOR ag -2.8, DSG3 Ab inh 107, Arr AP2 block 0, PKA-R1A act 3, PfHsp90 yeast 2 -98, SUMO Mot1 rescue 0, AddAB inh 0.0, Tat export inh -9, Ecoli viability 0.8 and OPRM1-OPRD1 inv 15.
COC(=O)Cn1c(=NC(=O)C2COc3ccccc3O2)sc2cc(S(N)(=O)=O)ccc21 (stereo not drawn) was read as phage Ecoli inh 3.0, MOR-DOR ag -4.5, DSG3 Ab inh 98, Arr AP2 block 8, PKA-R1A act -2, PfHsp90 yeast 2 11, SUMO Mot1 rescue -5, AddAB inh 0.7, Tat export inh -2, Ecoli viability -1.5 and OPRM1-OPRD1 inv 24.
`CN(CC(=O)Nc1ccc2c(c1)OCO2)S(=O)(=O)c1ccc(F)cc1` gave phage Ecoli inh 3.0, MOR-DOR ag 0.3, DSG3 Ab inh 100, Arr AP2 block 22, PKA-R1A act 8, PfHsp90 yeast 2 -11, SUMO Mot1 rescue 15, AddAB inh 4.6, Tat export inh 0, Ecoli viability 0.8 and OPRM1-OPRD1 inv -3.
Screening CC(=O)Nc1ccc(N2CCN(C(=O)c3cccs3)CC2)cc1 returned phage Ecoli inh 2.9, MOR-DOR ag -0.4, DSG3 Ab inh 102, Arr AP2 block -4, PKA-R1A act -14, PfHsp90 yeast 2 17, SUMO Mot1 rescue -13, AddAB inh -0.9, Tat export inh -4, Ecoli viability -0.9 and OPRM1-OPRD1 inv 3.
C/C(=N\NC(=O)c1c(Cl)c(C)nn1C)c1cccc(NC(=O)COc2ccccc2)c1 was read as phage Ecoli inh 0.8, MOR-DOR ag -1.3, Arr AP2 block 24, PKA-R1A act 2, PfHsp90 yeast 2 -7, SUMO Mot1 rescue -9, AddAB inh -0.6, Tat export inh -16, Ecoli viability 1.1 and OPRM1-OPRD1 inv 8.
CCCOc1ccc(C(O)CCNC(CC(=O)O)c2ccccc2)cc1 (stereo not drawn) was read as phage Ecoli inh 3.6, MOR-DOR ag -2.2, DSG3 Ab inh 106, Arr AP2 block 9, PKA-R1A act -1, PfHsp90 yeast 2 -3, SUMO Mot1 rescue -1, AddAB inh 3.4, Tat export inh -15, Ecoli viability -0.7 and OPRM1-OPRD1 inv 11.
Screening COC(=O)c1cccc(NC(=O)CCc2cc(OC)c(OC)c(OC)c2)c1 returned phage Ecoli inh 2.9, MOR-DOR ag -3.7, DSG3 Ab inh 101, Arr AP2 block 9, PKA-R1A act 14, PfHsp90 yeast 2 18, SUMO Mot1 rescue -12, AddAB inh 2.9, Tat export inh -1, Ecoli viability -1.4 and OPRM1-OPRD1 inv 19.

Copied from the entries so far, 2 compounds:
CCCOc1ccc(C(O)CCNC(CC(=O)O)c2ccccc2)cc1 (stereo not drawn) was read as phage Ecoli inh 3.6, MOR-DOR ag -2.2, DSG3 Ab inh 106, Arr AP2 block 9, PKA-R1A act -1, PfHsp90 yeast 2 -3, SUMO Mot1 rescue -1, AddAB inh 3.4, Tat export inh -15, Ecoli viability -0.7 and OPRM1-OPRD1 inv 11.
Screening COC(=O)c1cccc(NC(=O)CCc2cc(OC)c(OC)c(OC)c2)c1 returned phage Ecoli inh 2.9, MOR-DOR ag -3.7, DSG3 Ab inh 101, Arr AP2 block 9, PKA-R1A act 14, PfHsp90 yeast 2 18, SUMO Mot1 rescue -12, AddAB inh 2.9, Tat export inh -1, Ecoli viability -1.4 and OPRM1-OPRD1 inv 19.

Going on with the list:
Screening CCN(CC(=O)Nc1ccc2c(c1)OCCO2)Cc1cc(=O)oc2c(C)c(C)ccc12 returned phage Ecoli inh 2.1, MOR-DOR ag 0.9, DSG3 Ab inh 98, Arr AP2 block -4, PKA-R1A act 6, PfHsp90 yeast 2 7, SUMO Mot1 rescue 3, AddAB inh 1.3, Tat export inh 2, Ecoli viability -1.0 and OPRM1-OPRD1 inv -5.
`CCOC(=O)c1nc(Nc2ccccc2)c2ccccc2n1` gave phage Ecoli inh 1.8, MOR-DOR ag -0.3, DSG3 Ab inh 103, Arr AP2 block -2, PKA-R1A act -2, PfHsp90 yeast 2 11, SUMO Mot1 rescue 5, AddAB inh 1.0, Tat export inh -4, Ecoli viability 1.8 and OPRM1-OPRD1 inv 2.
Screening Cc1[nH]n(-c2ccccc2)c(=O)c1C=NCc1ccncc1 returned phage Ecoli inh 3.0, MOR-DOR ag -2.1, DSG3 Ab inh 98, Arr AP2 block 24, PKA-R1A act -5, PfHsp90 yeast 2 11, SUMO Mot1 rescue 1, AddAB inh 2.6, Tat export inh 1, Ecoli viability 3.1 and OPRM1-OPRD1 inv 11.
For CCOC(=O)c1ccc(NC(=O)C(=O)NCC2(c3ccc(OC)cc3)CCOCC2)cc1 the results were phage Ecoli inh 3.6, MOR-DOR ag 0.0, DSG3 Ab inh 110, Arr AP2 block -4, PKA-R1A act 0, PfHsp90 yeast 2 -5, SUMO Mot1 rescue -11, AddAB inh -1.9, Tat export inh -2, Ecoli viability -2.0 and OPRM1-OPRD1 inv 0.
For O=C(c1ncn(Cc2ccccc2)c1C(=O)N1CCN(c2ccccc2)CC1)N1CCN(c2ccccc2)CC1 the results were phage Ecoli inh 1.4, MOR-DOR ag -2.0, DSG3 Ab inh 98, Arr AP2 block -1, PKA-R1A act -6, PfHsp90 yeast 2 -17, SUMO Mot1 rescue 37, AddAB inh -0.1, Tat export inh 3, Ecoli viability -0.1 and OPRM1-OPRD1 inv 9.

Screening data as filed in PubChem BioAssay.
